# LAP4 TOR yeast: modulators of TOR pathway LAP4-GFP in S. cerevisiae | hit rate 0.34% among 320,000 | GFP response vs DMSO, % at 10 µM | S. cerevisiae LAP4-GFP multiplex, flow cytometry GFP, 3 h; median GFP as percent of DMSO wells;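 active = GFP response vs DMSO above a set limit, about the screen mean plus 3 SD, cut at about 150% in these data; inconclusive = under 70 cell events counted for the yeast strain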
# CIT2 TOR yeast: modulators of TOR pathway CIT2-GFP in S. cerevisiae. S. cerevisiae CIT2-GFP strain, flow cytometry, 3 h; 100 means same as DMSO wells. GFP response vs DMSO, % at 10 µM. hit rate 0.065% among 320,000. AID 2029;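 active = GFP response relative to DMSO above a set limit, near the screen mean plus 3 SD, cut at about 150% in these data; inconclusive = Fewer than 70 cells measured for a yeast strain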;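 also: ratio of well median GFP fluorescence to mean of DMSO wells on the plate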
# GRK2 inh: human GRK2 inhibition via aptamer displacement | inhibition of aptamer binding, % at 10 µM | AID 488847 | bead flow cytometry, FAM-aptamer displacement from GRK2 | hit rate 0.59% among 330,000;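 active = inhibition of aptamer binding above 40%, roughly 3 SD of noise, on plates passing a quality check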;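 also: median bead fluorescence of bound FAM aptamer so fluorescent compounds give negative values; no value below 0 was filed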
# Target sequence (P25098 whole entry, looked up): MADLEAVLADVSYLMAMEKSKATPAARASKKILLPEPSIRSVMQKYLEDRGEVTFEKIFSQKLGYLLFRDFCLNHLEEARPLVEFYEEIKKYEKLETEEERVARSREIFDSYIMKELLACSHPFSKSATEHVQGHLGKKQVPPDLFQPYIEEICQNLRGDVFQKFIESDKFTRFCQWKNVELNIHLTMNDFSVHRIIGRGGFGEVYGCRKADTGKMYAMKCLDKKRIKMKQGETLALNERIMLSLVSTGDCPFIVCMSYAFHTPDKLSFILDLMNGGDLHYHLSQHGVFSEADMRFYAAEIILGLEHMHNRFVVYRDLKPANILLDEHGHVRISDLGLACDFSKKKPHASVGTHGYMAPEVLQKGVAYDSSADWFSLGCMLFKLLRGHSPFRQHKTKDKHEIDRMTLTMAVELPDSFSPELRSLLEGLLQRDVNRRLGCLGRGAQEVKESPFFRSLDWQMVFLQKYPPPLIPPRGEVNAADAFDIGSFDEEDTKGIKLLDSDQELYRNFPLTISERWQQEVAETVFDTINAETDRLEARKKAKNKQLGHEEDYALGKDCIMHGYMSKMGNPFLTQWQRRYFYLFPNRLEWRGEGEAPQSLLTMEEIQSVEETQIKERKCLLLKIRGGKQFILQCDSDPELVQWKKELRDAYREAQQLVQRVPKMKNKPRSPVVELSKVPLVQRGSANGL
# VLA-4 inh: inhibition in a human VLA-4 binding assay | inhibition, % (about 7 µM as worked out from the volumes in the protocol) | hit rate 0.2% among 330,000 | P13612 | VLA-4 expressing cells, ligand binding flow cytometry; in the data active = inhibition above about 50%
# MEP2 TOR yeast: modulators of TOR pathway MEP2-GFP in S. cerevisiae; S. cerevisiae MEP2-GFP strain, flow cytometry GFP, 3 h; 100% = DMSO control level; GFP response vs DMSO, % at 10 µM; hit rate 0.51% among 330,000;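 active = GFP response versus DMSO above a set limit, roughly screen mean plus 3 SD, cut at about 180% in these data; inconclusive = fewer than 70 cells counted for a yeast strain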;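 also: median GFP fluorescence of the barcode-gated MEP2-GFP cells per well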
# AGP1-GFP MLPCN: modulators of TOR pathway AGP1-GFP in S. cerevisiae | S. cerevisiae AGP1-GFP multiplex flow cytometry, 3 h; GFP as percent of DMSO wells | GFP response vs DMSO, % at 10 µM | hit rate 0.02% among 320,000 | AID 2066;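 active = GFP response relative to DMSO above a set limit, near screen average plus 3 SD, cut at about 150% in these data; inconclusive = fewer than 70 cells counted for the yeast strain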;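 also: median GFP channel fluorescence of the gated AGP1 strain per well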
# RPL19A-GFP yeast: modulators of TOR pathway RPL19A-GFP in S. cerevisiae; S. cerevisiae RPL19A-GFP strain, flow cytometry, 3 h; hits give low values; percent response vs DMSO, % at 10 µM; hit rate 0.3% among 330,000; AID 2025;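 active = percent response vs DMSO below 50%; inconclusive = fewer than 70 events counted for the yeast strain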;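 also: median channel GFP fluorescence of the barcoded RPL19A-GFP strain; ratio of sample median GFP to plate DMSO average so 100% = DMSO; lower means less RPL19A-GFP as with rapamycin TOR inhibition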
# GASC-1 inh: inhibitors of human GASC-1 (JMJD2C) demethylase | AID 2099 | GST-JMJD2C(1-420) H3K9me3 demethylation, DELFIA europium | inhibition, % at 2.35 µM | Q9H3R0 | hit rate 0.069% among 330,000;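 active = more than half of a compound's replicate wells show inhibition beyond 50%, single wells judged on their own value; inconclusive = some, but no more than half, of replicates pass 50% inhibition; inactive = no replicate passes 50% inhibition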;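 also: signal counts dimethyl H3K9 product captured on neutravidin plate; 0% = median of DMSO wells and 100% = 0.3 times that DMSO median; strong numbers were not always called active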
# Starred values were filed as active, the others as inactive; ? = inconclusive; / = not tested or not shown; & = joins results of further samples; [ ] = another dose, or the depositor's remark.
SMILES,CIT2 TOR yeast,MEP2 TOR yeast,GASC-1 inh,GRK2 inh,LAP4 TOR yeast,AGP1-GFP MLPCN,RPL19A-GFP yeast,VLA-4 inh
Cc1cccc2c(=O)c(-c3ccc(Cl)cc3)c(NC(=O)c3ccco3)oc12,84,86,69,1,89,88,93,8
CCCc1ccc(OCCNC(=O)C2CCCCC2)cc1,102,101,2,0,94,98,101,-1
C=CCOn1c(=O)c(-c2ccccc2)[n+]([O-])c2ccccc21,99,102,0,0,102,102,100,6
COc1cc(OC)c(N(C)S(=O)(=O)c2cccc(C(=O)OCC(=O)c3c[nH]c4ccccc34)c2)cc1Cl,104,91,2,2,91,100,101,-13
C/C=C/C(=O)Nc1cccc(C2=NOC3(C2)C[C@@H](C(N)=O)N(C(=O)C(c2ccccc2)c2ccccc2)C3)c1 (stereo partly drawn),107,103,-11,0,90,105,98,30
CCCn1nc(NC(=O)c2ccco2)c2cc3cc(C)ccc3nc21,?,120[may fluoresce violet],-6,0,118[may fluoresce violet],29[may fluoresce violet],93[may fluoresce violet],-35
CCN(CC)C(=O)Cn1c(=O)n(-c2ccc(CC(=O)NCc3ccccc3)cc2)c(=O)c2sccc21,91,96,9,0,93,106,95,4
Cc1cc(-c2nn3c(C)nnc3s2)ccc1NC(=O)C(C)(C)C,100,100,-11,2,103,94,97,-3
CC(=O)Nc1ccc(NS(C)(=O)=O)cc1,93,99,1,3,/,100,97,-8
O=C1CCC/C(=N/NC(=O)c2sc3ccccc3c2Cl)C1,88,100,23,1,88,91,95,-292
O=C1CC(Nc2ccc(N3CCOCC3)cc2)C(=O)N1C1CCCCC1 (stereo not drawn),106,99,-12,0,103,/,97,21
Cc1cccc(Nc2c([N+](=O)[O-])cc(C(=O)N3CC(=O)Nc4ccccc43)cc2[N+](=O)[O-])c1,93,98,11,0,120,95,95,15
Cc1ccc(NC(=O)CNc2cccc(S(=O)(=O)N3CCCC3)c2)cc1F,96,95,?,0,91,93,95,-11
CC(=O)N(C)C1(c2nnnn2CCOC(=O)Nc2cccc3ccccc23)CCCC1,90,89,-11&0,0,88,/,88,5
COC(=O)c1cnc(SC)nc1C,105,98,-1,2,86,101,100,-7
N#Cc1ccc(COC(=O)c2cnc3ccccc3n2)cc1,101,108,1,0,100,106,106,1
O=C(Cn1nnc(-c2ccccc2-n2cnnn2)n1)NCc1ccccc1,107,107,0,3,107,106,105,1
CCOC(=O)c1cc(-c2cccc(C(F)(F)F)c2)nc2nc(SC)[nH]c(=O)c12,101,105,-3,0,92,100,97,-6
CCC1(c2ccccc2)NC(=O)N(CC(=O)Nc2cc(C(F)(F)F)ccc2N2CCCC2)C1=O (stereo not drawn),108,105,-14,0,109,109,106,-9
CCCOc1ccc(NC(=O)CC2C(=O)N(CC)C(=S)N2CCNC(C)=O)cc1 (stereo not drawn),109,95,4,0,82,93,108,6
CCc1nc(SCCO)c2oc3ccccc3c2n1,85,95,-6,0,98,82,91,22
COc1ccc2nc(NC(=O)c3ccc4ncsc4c3)sc2c1,99,114,-5,5,113,107,105,1
Cc1ccc2[nH]c3c(c2c1)CCc1cn[nH]c1-3,87,110,4,0,114,93,96,6
CC(C)c1nnc(NC(=O)c2ccc(N3C(=O)CCC3=O)cc2)s1,128,97,-3,1,98,110,105,-169
CCCCSc1nnc(CSc2ncccn2)n1C,92,97,-1,8,100,99,94,9
COc1ccc(CCn2c(C)cc(C(=O)CSc3nnnn3C)c2C)cc1,110,114,4,0,104,110,107,-3
Cc1cccc(NC(=S)NCCCN2CCOCC2)c1,96,100,6,0,89,99,102,30
COc1ccc(-c2nnc(SCC(=O)N(C)C3CCS(=O)(=O)C3)n2N)cc1OC (stereo not drawn),106,99,-4,0,95,106,102,35
Nc1nnnn1/N=C/c1ccco1,103,107,6,0,97,106,101,0
Cc1cc(C(=O)Nc2ccc(Nc3ccccc3)cc2)ccc1[N+](=O)[O-],108,103,15,0,85,93,94,-1
O=C(Nc1ccc(F)cc1)C1CCN(S(=O)(=O)c2ccc3[nH]c(=O)oc3c2)CC1,101,101,29,0,95,101,98,1
Cc1ccc(C(=O)c2c[nH]c3c(F)cc(F)cc3c2=O)cc1,112,109,4,0,94,104,104,6
CCOC(=O)c1cc(C#N)c(SCC(N)=O)[nH]c1=O,100,99,21,3,105,100,100,-18
Cc1ccc2cc(CNC(C)(C)C)c(=O)[nH]c2c1,94,100,12,1,102,85,86,-2
Cc1ccc(Nc2nnc(SCn3nnc4ccccc4c3=O)s2)cc1,95,94,4,1,99,97,94,26
CCOC(=O)C(Cc1c[nH]c2ccccc12)NC(=O)CNC(C)=O (stereo not drawn),?,?,3,5,?,?,?,0
CCOC(=O)c1c(C)[nH]c(C(=O)CN2C(=O)C(=O)N(CC(C)C)C2=O)c1C,93,109,9,0,100,116,112,3
COc1ccc(CC(=O)NCc2cccs2)cc1OC,97,97,-8,3,/,98,104,-1
CCc1nn(C(C)C(=O)N2CCc3ccccc3C2)c(=O)c2cc3occc3n12 (stereo not drawn),96,94,-2,0,88,91,93,3
CCC(=O)NC(c1cccc([N+](=O)[O-])c1)c1c(OC(C)=O)ccc2ccccc12 (stereo not drawn),99,100,8,1,101,103,101,-2
CCN(CC)C(=O)c1nc[nH]c1C(=O)N1CCN(C(=O)OC(C)(C)C)CC1,98,94,/,0,96,93,93,-6
CC1=Nc2cc(C(=O)NCCCN3CCOCC3)ccc2Sc2c(C)ccc(C)c21,98,95,0,2,103,98,99,4
O=C(CN1C(=O)/C(=C\c2ccc(C(F)(F)F)cc2)Sc2ccccc21)NCc1ccco1,94,99,0,0,90,94,103,1
CCOc1ccc(NCc2nnc(SCc3ccccc3Cl)n2-c2ccccc2)cc1,91,99,-22,2,101,103,99,25
CCOc1ccccc1C(=O)NCC(=O)OCC(=O)N1C(C)CCCC1C (stereo not drawn),85,104,-2,0,92,93,93,-23
N#Cc1c(N)nc2c(c1-c1cccnc1)CCCCC2,107,104,-21,3,107,102,100,1
S=C(NCCSCc1ccccc1Cl)Nc1ccccc1,93,100,9,2,116,99,98,0
Cc1ccc(C)c(NC(=O)c2ccc[n+](Cc3ccc([N+](=O)[O-])cc3)c2)c1,109,107,-31,0,98,93,103,-1
COc1ccccc1CNC(=O)[C@H](NC(=O)C1CCN(C(=O)[C@@H](N)CCSC)CC1)C(C)C,100,109,-7,1,105,106,102,-14
CNC[C@@H]1Oc2c(NS(C)(=O)=O)cccc2C(=O)N([C@@H](C)CO)C[C@H]1C,91,92,4,3,86,88,100,-8
COc1ccccc1CNC(=O)COC(=O)Cc1cccs1,90,95,-13,0,102,99,103,2
COc1cccc(-c2c(C(=O)N/N=C/C3CC=CCC3)nnn2-c2nonc2N)c1 (stereo not drawn),93,96,2,3,91,95,95,10
NS(=O)(=O)c1cccc(NC(=O)CN2CCC(Cc3ccccc3)CC2)c1,103,102,-4,0,101,104,101,1
O=C(CCn1c(=O)[nH]c2ccsc2c1=O)N(CCc1ccccc1)Cc1ccccc1,90,104,5,2,/,98,88,-2
Cc1ccc(/C=C/C(=O)Nc2ccncc2)o1,99,111,0,5,95,96,107,8
COc1ccc2c(c1)[n+](=O)c(C(C)=O)c(C)n2[O-],90,94,-14,0,93,93,96,-1
COc1cc(CN(C(=S)NCC(=O)NC2CCCC2)C2CCCC2)cc(OC)c1OC,104,105,-3,0,94,108,102,13
FC(F)(F)c1cccc(N2CCN(C(=S)NC3CCCCC3)CC2)c1,100,104,1,1,92,95,103,17
O=C(/C=C/c1ccccc1)Oc1cccc(C(=S)N2CCOCC2)c1,85,94,2,1,97,89,94,-20
COc1ccc(CNC(=O)CCN2C(=O)c3ccccc3C2=O)cc1,107,96,1,2,89,92,100,-8

# Remaining list, next part
SMILES,CIT2 TOR yeast,MEP2 TOR yeast,GASC-1 inh,GRK2 inh,LAP4 TOR yeast,AGP1-GFP MLPCN,RPL19A-GFP yeast,VLA-4 inh
COC(=O)/C(C#N)=C1/C=Cc2ccccc2N1,103,103,5,3,102,93,103,1
COc1ccc(/C=C/C(=O)NC(C)CCc2ccccc2)cc1 (stereo not drawn),89,99,-29,1,90,92,107,27
CCn1nc(C)c(CN2CCCC(CO)(Cc3ccccc3)C2)c1C (stereo not drawn),105,109,15,1,111,107,97,1
COc1ccc(CC(=O)NC2CCSc3ccccc32)cc1OC (stereo not drawn),/,103,-1,5,78,94,106,11
COc1ccc2c(c1OC)C(=O)OC2Nc1nc(-c2ccc([N+](=O)[O-])cc2)cs1 (stereo not drawn),98,102,-1,2,109,107,101,6
CCC(CC)C(=O)Nc1cc(Cl)ccc1C,100,97,-4,0,94,102,99,-6
O=C(c1ccc(Cl)c(S(=O)(=O)N2CCOCC2)c1)N1CCOCC1,87,96,-4,0,86,83,95,4
NS(=O)(=O)c1cccc(NC(=O)COC(=O)Cc2ccc(Cl)cc2)c1,99,102,-23,0,93,98,99,14
Cc1nc2c(c(=O)n1CCC1=CCCCC1)c1nc3ccccc3nc1n2/N=C/c1ccco1,90,97,4,4,94,94,95,0
CCOC(=O)C1=C(C)N(Cc2ccccc2)C(=O)NC1c1ccc(OC)cc1 (stereo not drawn),81,86,14,1,/,86,88,3
COc1ccc(C)cc1NC(=O)CN(c1ccc(C)cc1)S(C)(=O)=O,95,100,-5,0,95,94,95,6
Cc1ccc(N=Cc2ccc(N(C)C)cc2)cc1,107,103,-6,1,98,105,103,1
CCOC(=O)c1ccc(N2CCCCC2)c(NS(=O)(=O)c2ccc(C)cc2)c1,96,101,-30,2,111,105,100,1
Cc1ccc(NS(=O)(=O)c2ccc3c(c2)N(C)CCO3)cc1,92,88,1,0,86,90,97,-8
CC(=O)Nc1ccc2c(c1)N(S(=O)(=O)c1cccs1)CCC2,95,94,?,1,115,109,95,-1
Nc1ncnc(Nc2ccccc2C(F)(F)F)n1,114,108,/,0,107,100,103,-11
COc1ccc(-n2nc(C(=O)NCC(=O)Nc3cc(OC)c(OC)c(OC)c3)c3ccccc3c2=O)cc1,101,113,4,4,101,102,99,-3
Cc1ccc(-c2nc3cnccn3c2Nc2c(C)cccc2C)o1,88,104,-5,2,131,109,94,-10
CCOP(=O)(OCC)C(NC(=O)Nc1ccc(Cl)c(Cl)c1)c1ccccc1 (stereo not drawn),96,92,-2,7,83,92,101,6
COc1cc(CNc2ccc(C(=O)O)cc2)cc(Br)c1OCC(=O)NC(C)(C)C,103,109,6,0,106,100,112,20
CCOC(=O)C1CCN(C(=O)Nc2c(-c3ccccc3)noc2C)CC1,91,94,4,2,103,101,98,-22
CN(CC(=O)Nc1c(Cl)cccc1Cl)C(=O)c1n[nH]c2ccccc12,108,104,-4,0,103,114,104,0
COc1cc(/C=C(\C#N)C(=O)NCc2cccs2)ccc1O,99,104,0,4,98,102,106,17

# Assay outcomes (PubChem)
